High-throughput results (PubChem BioAssay)
Nrf2 inh – inhibitors of Nrf2 signaling | A549 ARE-Fluc reporter, luciferase luminescence, 18-24 h | Potency, µM (top dose mostly 46 µM), inactives show at the highest dose activity change, negative = inhibition, usual class: inhibitors | 360,000 tested, 2.1% active | AID 504444; note: potency is the fitted concentration of half-maximal effect; % is set by controls: 0 for no effect and ±100 for the full control effect; nearly all actives have a fitted effect of over 60% in size
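In this cell-based qHTS, ARE-driven firefly luciferase in A549 cells reports Nrf2 activity; the luminescent signal after BugLite lysis is the measured value, with a prior CellTiter-Fluor read for cell health.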
S2 tox – viability counter-screen for ATXN expression inhibitors. S2 cells (HEK-293 line with an ATXN2-luciferase reporter) viability, CellTiter-Fluor protease fluorescence, 24 h. Potency, µM (series often up to 56.7 µM), usual class: cytotoxic. 400,000 tested, 0.49% active. AID 651635; note: potency is the fitted concentration of half-maximal effect; nearly all actives have a fitted effect of over 40% in size
TGFb inhibitor – TGF-b pathway inhibition; HepG2 CAGA-GFP TGF-b/SMAD3 reporter, GFP fluorescence, 18 h; TGF-beta stimulated, 500 pg/mL final; Potency, µM (highest dose often 46.1 µM), without a hit: at the top dose activity, negative = inhibition, actives largely listed as inhibitors; 410,000 tested, 1.2% active; AID 588855; note: potency is the fitted concentration of half-maximal effect; % is set by controls: 0 for no effect and ±100 for the full control effect; nearly all actives have a fitted effect of over 65% in size
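TGF-beta reporter screen: HEPG2 CAGA-GFP, 1% FBS, 500 pg/mL TGF-beta final, 18 h; per-cell GFP summed per well; curves fitted and categorized by class.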
HepG2 viability – HepG2 cytotoxicity, counter-screen for TGF-b inhibitors; HepG2 CAGA-GFP viability, ATP luminescence, 18 h; Potency, µM (titrated, usually from 46.1 µM), for the others: at the highest dose activity change, negative = cytotoxicity, actives largely listed as cytotoxic; 410,000 tested, 0.76% active; AID 588856; note: potency is the fitted concentration of half-maximal effect; some results filed as inactive show a strong effect at the top dose
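CellTiter-Glo luminescence gave cytotoxicity after 18 hours at 37 degrees C. The cells were HepG2 CAGA-GFP in 1% FBS DMEM, stimulated with 500 pg/mL TGF-beta after compound addition. %Activity was normalised to no-cell wells (complete cell-killing) and DMSO (no toxicity), and curves were fitted and classified.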
MCF10A rerep – DNA re-replication induction in MCF 10a cells; AID 624296; 350,000 tested, 2.9% active; Potency, µM (titrated, usually from 46.1 µM), without a hit: at the top dose activity, positive = re-replication, actives largely listed as activators; MCF 10A DNA re-replication, Hoechst nuclear intensity, 48 h; note: potency is the fitted concentration of half-maximal effect; % of control where 0% means no effect; nearly all actives have a fitted effect of over 50% in size
IL1B secr inh – blocks inflammasome-driven IL-1 beta release; THP-1 LPS/ATP IL-1B secretion, AlphaLISA, 16 h; hits give low values; activity change, % at 57.5 µM; 360,000 tested, 4.7% active; AID 743279; in the data active = activity change below about -50%; inconclusive = mostly about -30% to -49%; note: % is set by controls: 0 for no effect and ±100 for the full control effect
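Secreted IL-1B measured by AlphaLISA bead assay after 16 h compound exposure of THP-1 cells; compounds (final up to 57.5 uM) added 1 h before LPS (250 ng/mL) and ATP (1.25 mM) stimulation; lower signal means less secretion.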
A549 tox – counter-screen for Nrf2 inhibitors: cytotoxicity in A549 cells; Potency, µM (top dose mostly 46 µM), for the others: top-dose activity change, negative = cytotoxicity, actives largely listed as inhibitors; 390,000 tested, 0.16% active; A549 ARE-Fluc cells, CellTiter-Fluor viability, 18-24 h; note: potency is the fitted concentration of half-maximal effect; % is set by controls: 0 for no effect and ±100 for the full control effect
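A549 ARE-Fluc cells in 5% FBS OPTI-MEM, 5000 cells/well, rested 2 h then exposed to compounds in concentration-response for 18-24 h at 37 °C. Viability by CellTiter-Fluor fluorescence (Ex 405/Em 525) after 30 min; luciferase luminescence (BugLite, 15 min, RT) read afterwards.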
Nrf2 activator – Nrf2 pathway activation; Potency, µM (doses to about 46.1 µM), inactives show at the highest dose activation, most hits filed as activators; AREc32 ARE-luciferase reporter (MCF7-derived line), luminescence, 24 h; 410,000 tested, 0.31% active; note: potency is the fitted concentration of half-maximal effect; % of control where 0% means no effect; nearly all actives have a fitted effect of over 65% in size
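Each well held 1000 AREc32 cells, which were incubated with compound for 24 hr at 37 deg C after overnight attachment, and ARE reporter activity was quantified by firefly luciferase luminescence.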
ATXN2 expr inh – inhibitors of ATXN2 expression; HEK-293 ATXN2-luciferase reporter, luminescence, 24 h; Potency, µM (top dose mostly 57 µM), for inactives: at the highest dose activity change, negative = inhibition, actives largely listed as inhibitors; 360,000 tested, 0.72% active; note: potency is the fitted concentration of half-maximal effect; % is set by controls: 0 for no effect and ±100 for the full control effect; nearly all actives have a fitted effect of over 55% in size
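qHTS (up to 57 uM final) was run with 24 h compound exposure of reporter cells at 37 °C. Each well was multiplexed: SteadyGlo luminescence measured ATXN2-luciferase expression after a fluorogenic Gly-Phe-AFC viability readout (25 uM final).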
Numbers without * were called inactive; i = inactive; ? = inconclusive; nt = no result given; & = joins results of further samples; ! = not active in a repeat; [ ] = remark or other dose. Unless noted, calls come from the whole dose curve; as a rule, active = well fitted curve in the direction sought with a large enough effect; inconclusive = small, poorly fitted or top-dose-only effect, or another doubt; inactive = no such curve, though single readings can be large; an effect the other way counts as inactive or inconclusive.

Compound	Nrf2 inh	S2 tox	TGFb inhibitor	HepG2 viability	MCF10A rerep	IL1B secr inh	A549 tox	Nrf2 activator	ATXN2 expr inh
Cc1ccc(-n2c3c(cc(-c4nc(-c5ccc(Cl)cc5)cs4)c2=O)C(=O)CC(C)(C)C3)cc1	10%	i	-13%	-6%	nt	nt	3%	0.3%	12%
CCCN(CCC)C(=O)c1cc2c(=O)[nH]c3ccc(C)cc3c2s1	18µM*	?	-5%	-21%	?	?	-22%	-0.6%	nt
O=C(CN1CCN(C(c2ccccc2)c2ccccc2)CC1)Nc1ccc(N2CCOCC2)cc1	2%	i	-1%	-12%	-19%	11	0%	-0.8%	-12%
CCC1(C)Cc2ccccc2-c2nc(NCCO)n(-c3ccccc3)c(=O)c21 (stereo not given)	6%	i	3%	-8%	3%	-8	-13%	0.7%	0%
Cc1sc2nc(-c3cccnc3)nc(Cl)c2c1-c1ccccc1	1%	i	6%	4%	21µM*	-1	2%	6.1%	3%
CC(=O)c1cccc(NS(=O)(=O)c2cc(-c3onc(C)c3C)ccc2C)c1	8.2µM*	i	-7%	-26%	nt	nt	-16%	4.8%	0%
CC(Oc1ccc2c(c1)oc(=O)c1ccccc12)C(=O)NCCN1CCOCC1 (stereo not given)	?	i	-4%	-15%	1%	-13	-1%	0.0%	-6%
COc1ccc2nc(NC(=O)CSc3nnc4n3C(C)(C)Cc3ccccc3-4)sc2c1	-8%	nt	3%	-48%	6%	-8	-11%	0.2%	nt
Cc1ccc(C(=O)OCC(=O)NCc2cc(C)c(O)c(C)c2)cc1S(=O)(=O)N1CCCCC1	2%	i	-14%	-1%	-5%	?	-9%	3.6%	-20%
Cc1oc(-c2cccc(Cl)c2)nc1Cn1c(SCc2ccc(F)cc2)nc2cccnc21	18µM*	nt	-22%	-31%	nt	nt	-22%	0.3%	nt
CC(Sc1nnc(C2CC2)n1-c1ccccc1)C(=O)N1CCNC1=O (stereo not given)	-6%	i	-5%	-4%	?	6	-1%	-0.5%	-7%
COc1ccc(C)cc1NC(=O)c1cn(C)c(=O)c2cc(OC)c(OC)cc12	-13%	i	-1%	2%	nt	nt	-5%	-0.4%	3%

More structures follow:
Compound	Nrf2 inh	S2 tox	TGFb inhibitor	HepG2 viability	MCF10A rerep	IL1B secr inh	A549 tox	Nrf2 activator	ATXN2 expr inh
CCOC(=O)c1sc2nc(CC(=O)OC)nc(NCCN(CC)CC)c2c1C	-6%	i	3%	-76%	6%	0	2%	3.4%	-11%
CCC(C)NC(=O)Cn1cnc2sc(C)c(S(=O)(=O)N3CCN(c4ncccn4)CC3)c2c1=O (stereo not given)	-7%	i	0%	0%	15%	4	-3%	-0.2%	-11%
CC1=CC(=O)c2ccccc2C1=O	10%&-2%	i	?	16µM*!	1%	21&-10	-1%&4%	5.5%&6.6%	24µM*!
COc1ccc(C2Nc3ccccc3C(=O)N2c2ccccc2)cc1CSc1ccccn1 (stereo not given)	9%	i	-13%	-23%	0%	-28	9%	3.9%	1%
COc1cccc(NC(=S)N(Cc2ccco2)C(C)c2ccco2)c1 (stereo not given)	-13%	i	?	-47%	-2%	-1	10%	1.7%	5%
Cc1cccc(C(=O)Nc2ccccc2C(=O)Nc2ccc(C(=O)O)cc2)c1	-15%	i	19%	-15%	-2%	-2	-13%	0.2%	12%
COc1ccc(-c2noc(CSc3nc4sc(C)c(C)c4c(=O)n3-c3ccccc3)n2)cc1	-1%	?	-27%	4%	24%	14	-17%	-0.8%	-12%
CCN(CC)CCCn1c2c(c(SCC(=O)Nc3ccc4c(c3)OCCO4)nc1=O)CCC2	0%	?	0%	-19%	-1%	?	-10%	-0.1%	4%
Cc1ccc(C2=NS(=O)(=O)N(C)C(C(=O)NCc3cccs3)=C2)cc1	?	i	5%	-3%	3%	9	-5%	0.5%	-5%
O=C(CCC(=O)Nc1ccc(Br)cc1)N/N=C/c1ccc(F)cc1	5%	i	-15%	1%	8%	13	1%	-0.5%	nt
O=C(COC(=O)[C@@H]1CCCN1S(=O)(=O)c1ccc(Cl)cc1)NC1CC1	-4%	i	?	-18%	10%	3	-12%	-0.1%	2%
CC(=O)c1ccc(S(=O)(=O)N2CCN(C(C)C(=O)N(C)Cc3ccccc3)CC2)cc1 (stereo not given)	?	i	1%	1%	2%	9	-1%	3.8%	nt

The listing continues:
Compound	Nrf2 inh	S2 tox	TGFb inhibitor	HepG2 viability	MCF10A rerep	IL1B secr inh	A549 tox	Nrf2 activator	ATXN2 expr inh
COCc1ccc(CN2CCCC(CCC(=O)NCc3ccc(C)o3)C2)o1 (stereo not given)	5%	i	0%	2%	-2%	38	0%	0.1%	2%
Clc1ccc(OCc2nn3c(-c4ccco4)nnc3s2)c(Cl)c1	?	i	?	-3%	?	8	nt	0.0%	-35%
O=C(CC(c1cccs1)N1Cc2ccccc2C1=O)Nc1ccc(F)cc1 (stereo not given)	?	i	-5%	-30%	nt	nt	-15%	-0.8%	0%
COc1ccc2ccccc2c1/C=N/N1C(=O)CSC1=S	4%	i	-14%	17%	1%	5	-6%	6.3%	-6%
Cc1ccc2cccc(OCc3cccc([N+](=O)[O-])c3)c2n1	-2%	i	-5%	-19%	5%	-51*	10%	7.5%	-3%
N#CC1(c2ccccc2)CCC(=O)N1Cc1ccccc1 (stereo not given)	?	i	18%	-2%	5%	23	2%	-0.3%	0%
Cc1ccc(CN(Cc2ccco2)C(=O)c2ccc(OCC(C)C)cc2)cc1	?	i	?	-35%	nt	nt	-7%	3.1%	-23%
O=C(CN(CCc1ccccc1)C(=O)CN1C(=O)COc2ccccc21)NCc1ccco1	-10%	?	4%	3%	4%	-10	-1%[1.84 µM]	-0.2%	7%
O=C(COc1ccc(F)cc1)N1CCCc2ccccc21	9%	i	-17%	-16%	0%	-7	-7%	-0.2%	nt
COc1ccc(S(=O)(=O)c2nnn(-c3cc(Cl)c(OC)cc3OC)c2C)cc1	-25%	i	-20%	-3%	nt	nt	-2%	-0.2%	?
O=C(Nc1ccc(Cl)cc1)c1nc[nH]c1C(=O)N1CCN(c2ccccc2)CC1	6%	i	-13%	-4%	?	-18	-4%	4.1%	15%
O=S(=O)(/N=C(/Nc1nc2ccccc2s1)c1ccccc1)c1ccccc1	?	i	-4%	5%	-37%[inhibitor]	7	-1%	4.7%	62%[activator]

(list continues)
Compound	Nrf2 inh	S2 tox	TGFb inhibitor	HepG2 viability	MCF10A rerep	IL1B secr inh	A549 tox	Nrf2 activator	ATXN2 expr inh
O=c1[nH]c2ccccc2n2c(-c3ccncc3)nnc12	nt	i	14%	7%	-1%	11	7%	0.6%	-7%
CCN(CC)CCCN(Cc1cc2cc(OC)ccc2[nH]c1=O)C(=O)Nc1ccc(F)cc1	8%	i	1%	-14%	2.9µM*	-51*	5%	2.0%	-4%
CCCCNC(=S)N/N=C/c1sccc1C	-8%	i	-3%	-87%	16%	-8	8%	5.3%	-2%
CCOc1ccc(CCNC(=O)CSc2cc(=O)n(CC)c3ccccc23)cc1OCC	-27%	i	13%	1%	6%	0	-3%	5.7%	26%
Cc1nnc(NC(=O)CN2CCN(Cc3ccc(F)cc3Cl)CC2)s1	-3%	i	?	-16%	0%	31	-1%	-0.5%	-7%
Cc1ccc(CNC(=O)c2c(-c3ccccc3)sc3ccccc23)o1	-6%	i	?	-15%	?	-25	9%	8.9%	8%
Cc1ccsc1CN1CCc2nc(N3CCN(c4ccccc4F)CC3)ncc2C1	nt	i	3%	-15%	nt	nt	0%	0.7%	-14%
N#Cc1nc(Cc2cccc3ccccc23)oc1NCc1ccc(F)cc1	?	i	?	-38%	?	-9	0%	2.3%	?

Entries listed so far that contain a furan ring, fused or not (6):
Compound	Nrf2 inh	S2 tox	TGFb inhibitor	HepG2 viability	MCF10A rerep	IL1B secr inh	A549 tox	Nrf2 activator	ATXN2 expr inh
COc1cccc(NC(=S)N(Cc2ccco2)C(C)c2ccco2)c1 (stereo not given)	-13%	i	?	-47%	-2%	-1	10%	1.7%	5%
COCc1ccc(CN2CCCC(CCC(=O)NCc3ccc(C)o3)C2)o1 (stereo not given)	5%	i	0%	2%	-2%	38	0%	0.1%	2%
Clc1ccc(OCc2nn3c(-c4ccco4)nnc3s2)c(Cl)c1	?	i	?	-3%	?	8	nt	0.0%	-35%
Cc1ccc(CN(Cc2ccco2)C(=O)c2ccc(OCC(C)C)cc2)cc1	?	i	?	-35%	nt	nt	-7%	3.1%	-23%
O=C(CN(CCc1ccccc1)C(=O)CN1C(=O)COc2ccccc21)NCc1ccco1	-10%	?	4%	3%	4%	-10	-1%[1.84 µM]	-0.2%	7%
Cc1ccc(CNC(=O)c2c(-c3ccccc3)sc3ccccc23)o1	-6%	i	?	-15%	?	-25	9%	8.9%	8%

Rows are unselected; about 8.8% have a hit in one of these screens.
